# Bioassay records (PubChem BioAssay)
# FBPA coupling cs – counter-screen for Giardia aldolase inhibitors: coupling enzyme system. coupling enzyme system counterscreen, AmpLite Red fluorescence. activity change, negative = inhibition, % at 58.2 µM, hits read low. 290,000 tested, 0.67% active; in the data active = activity change below about -30%; note: % is set by controls: 0 for no effect and ±100 for the full control effect
#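 Counterscreen of the coupled detection system alone, without aldolase: glyceraldehyde-3-phosphate coupling enzymes plus AmpLite Red readout. Compounds at 57.5 uM final, 10 min RT preincubation, 20 min RT reaction, fluorescence 525/598 nm.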
# PKM2 act – PKM2 (human) enzyme activation. purified PKM2, Kinase-Glo ATP luminescence, activation; response scale: 0% is enzyme alone, no compound. Potency, µM (doses to about 57.5 µM), for inactives: at the highest dose activation, actives largely listed as activators. 260,000 tested, 0.34% active. AID 1631; note: potency is the fitted concentration of half-maximal effect; % is set by controls: 0 for no effect and ±100 for the full control effect; nearly all actives have a fitted effect of over 55% in size
#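 hPK-M2, >95% pure; 0.1 mM ADP / 0.5 mM PEP final; imidazole pH7.2 buffer w/ 7 mM MgCl2, 50 mM KCl; 1 h RT; Kinase-Glo lum. Intermediate enzyme activity for dual inhibitor/activator qHTS.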
# TSG101-PTAP inh – blocks PTAP/TSG101 interaction to inhibit HIV-1 budding; Q99816; Fluorescence polarization, FITC-PTAP peptide / Tsg101 binding; Potency, µM (titrated, usually from 115 µM), without a hit: at the top dose activity change, negative = inhibition, hits mostly inhibitors; 340,000 tested, under 10 active; AID 493005; active = well fitted inhibition curve with a large enough effect in the main read-out, with a control signal flat, not every such curve was filed as active; inconclusive = small, poorly fitted or top-dose-only effect, or effect the other way, or a change in a side signal; inactive = no such curve, though single readings can be large or run the other way; note: potency is the fitted concentration of half-maximal effect; % of control where 0% means no effect
#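 Tsg101 binding domain (10 uM final) was mixed with compound and a FITC-labeled PTAP peptide (50 nM final) in HEPES pH 7.5 buffer with NaCl, Tween 20, EDTA and TCEP; fluorescence polarization was read after 20 min at r.t.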
# Tb PFK block – T. brucei PFK enzyme inhibition; O15648; T. brucei PFK, ADP-Glo luminescence; Potency, µM (titrated, usually from 57.5 µM), inactives show top-dose activity, negative = inhibition, most hits filed as inhibitors; 330,000 tested, 0.17% active; AID 485367;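 note: potency is the fitted concentration of half-maximal effect; 0% = uninhibited 1x PFK enzyme wells and -100% = no-enzyme wells; nearly all actives have a fitted effect of over 60% in size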
#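 Compounds were pin-transferred as a titration series up to 57 uM into substrate buffer (0.5 mM F6P, 0.1 mM ATP, pH 8.0), then 1.25 nM PFK was added and reactions ran 45 min before ADP-Glo detection.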
# Giardia kill – Giardia lamblia killing | 340,000 tested, 0.15% active | activity change, % at 7.66 µM, hits read low | Giardia lamblia trophozoite viability | AID 540267; in the data active = activity change below about -80%; inconclusive = between about -30% and that limit;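 note: parasites exposed to compound for two days anaerobically before the ATP read; % is set by controls: 0 for no effect and ±100 for the full control effect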
#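 Trophozoite viability was measured as ATP-dependent luminescence, read 15-30 min after reagent addition. Before that, parasites at 100 cells/well were exposed to compounds for 48 h, anaerobically, at 37 deg C.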
# Chronic BCR inh – inhibitors of chronic active B-cell receptor signaling; Potency, µM (doses to about 46.1 µM), without a hit: at the highest dose ratio change, negative = lower green/red ratio, most hits filed as inhibitors; 340,000 tested, 0.05% active; ABC-DLBCL IkBa-CBG/CBR reporter, luminescence ratio, 4 h; AID 493014; active = well fitted inhibition curve with a large enough effect in the signal ratio, with a control signal flat, not every such curve was filed as active; inconclusive = small, poorly fitted or top-dose-only effect, or effect the other way, or a change in a side signal; the % refers to the signal ratio;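 note: potency is the fitted concentration of half-maximal effect; plate controls were basal doxycycline-induced cells for no effect and cells given 10 µM MG132 for full effect; MG132 reads +100%, hits lower the ratio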
#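 TMD8 ABC-DLBCL cells carrying doxycycline-inducible green luciferase fused to IkappaBalpha plus unfused red luciferase were exposed to compounds (up to 46 uM) for 4 hrs at 37C. Activity came from the overlap-corrected green/red luminescence ratio.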
# Menin MLL FP TR – inhibitors of human menin-MLL interaction, mutant MLL peptide. O00255. Menin + Texas Red MLL mutant peptide, fluorescence polarization. Potency, µM (titrated, usually from 61.6 µM), for inactives: at the highest dose FP activity change, negative = inhibition, usual class: inhibitors. 270,000 tested, 0.23% active; active = well fitted inhibition curve with a large enough effect in the polarisation, with a control signal flat, not every such curve was filed as active; inconclusive = small, poorly fitted or top-dose-only effect, or effect the other way, or a change in a side signal; inactive = no such curve, though single readings can be large or run the other way; the % refers to the polarisation; note: potency is the fitted concentration of half-maximal effect; % of control where 0% means no effect; many of its hits are not listed in these tables
# Target sequence (O00255 whole entry, looked up): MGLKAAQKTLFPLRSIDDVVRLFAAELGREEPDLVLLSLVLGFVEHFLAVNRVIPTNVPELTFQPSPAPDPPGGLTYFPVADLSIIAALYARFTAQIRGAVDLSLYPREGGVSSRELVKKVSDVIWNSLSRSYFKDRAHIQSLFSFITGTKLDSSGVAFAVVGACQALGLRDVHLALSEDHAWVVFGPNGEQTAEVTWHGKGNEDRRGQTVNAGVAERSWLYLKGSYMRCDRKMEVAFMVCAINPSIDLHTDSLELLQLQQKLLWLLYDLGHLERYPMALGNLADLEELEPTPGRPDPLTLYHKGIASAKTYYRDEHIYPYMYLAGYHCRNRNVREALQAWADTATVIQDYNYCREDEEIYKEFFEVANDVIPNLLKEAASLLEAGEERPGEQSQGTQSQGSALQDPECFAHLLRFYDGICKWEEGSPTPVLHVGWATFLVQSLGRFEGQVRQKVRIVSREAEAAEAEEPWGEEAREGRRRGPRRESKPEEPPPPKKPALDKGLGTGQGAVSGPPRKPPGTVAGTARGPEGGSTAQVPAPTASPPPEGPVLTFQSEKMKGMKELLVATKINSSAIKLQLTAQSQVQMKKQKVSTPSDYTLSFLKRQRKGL
# Integrin act MD – activators of alpha7 integrin expression for muscular dystrophy; alpha7betagal myoblasts, beta-gal FDG fluorescence, 48 h; Potency, µM (top dose mostly 38.3 µM), for the others: top-dose activation, actives largely listed as activators; 350,000 tested, 0.064% active; AID 624291;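 note: potency is the fitted concentration of half-maximal effect; 100% = response of the positive control SU9516; nearly all actives have a fitted effect of over 60% in size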
#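 Alpha7betagal+/- myoblasts (passage 13) were plated 16-24 hr, then exposed to compounds (1:260 dilution of DMSO stock) for 48 hours at 37C. After MPER lysis, β-galactosidase reporter activity was read as FDG fluorescence (ex 480/em 540) after 30 minutes.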
# B2AR arrestin – agonists driving beta-arrestin recruitment to human beta2-adrenergic receptor. P07550. beta-arrestin recruitment to beta2AR, cell-based reporter. Potency, µM (series often up to 46.1 µM), without a hit: top-dose activation, actives largely listed as activators. 330,000 tested, 0.02% active. AID 492947;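 note: potency is the fitted concentration of half-maximal effect; 0% = DMSO controls and full agonism = EC100 isoproterenol or metaproterenol; nearly all actives have a fitted effect of over 65% in size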
# Target sequence (P07550 whole entry, looked up): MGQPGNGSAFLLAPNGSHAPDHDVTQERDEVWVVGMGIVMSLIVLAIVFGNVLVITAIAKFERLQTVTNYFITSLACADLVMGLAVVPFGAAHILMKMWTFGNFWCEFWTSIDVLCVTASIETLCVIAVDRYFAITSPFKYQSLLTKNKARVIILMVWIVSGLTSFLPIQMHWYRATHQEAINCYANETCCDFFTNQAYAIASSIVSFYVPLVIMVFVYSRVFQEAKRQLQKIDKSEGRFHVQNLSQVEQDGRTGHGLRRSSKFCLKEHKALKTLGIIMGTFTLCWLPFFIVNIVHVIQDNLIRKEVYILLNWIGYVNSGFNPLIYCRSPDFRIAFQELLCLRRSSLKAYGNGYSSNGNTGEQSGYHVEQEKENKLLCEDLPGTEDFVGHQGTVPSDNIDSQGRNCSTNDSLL
# GALK inh – galactokinase (human) inhibition; Purified GALK, Kinase-Glo residual ATP luminescence; Potency, µM (highest dose often 57.5 µM), without a hit: at the highest dose activity change, negative = inhibition, usual class: inhibitors; 270,000 tested, 0.007% active; AID 1868; note: potency is the fitted concentration of half-maximal effect; % is set by controls: 0 for no effect and ±100 for the full control effect
#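 ATP-depletion format; final 35 uM ATP, 100 uM D-galactose, 5 nM enzyme; pH 8.0 HEPES/Mg2+ buffer; 60 min RT; luminescence read 10 min after detection reagent.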
# S-ASM inh – inhibitors of human secretory acid sphingomyelinase | P17405 | placental ASM, HMU-PC fluorogenic substrate, 60 min | Potency, µM (top dose mostly 57.5 µM), for the others: at the top dose activity change, negative = inhibition, actives largely listed as inhibitors | 340,000 tested, 0.006% active | AID 504937; note: potency is the fitted concentration of half-maximal effect
#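 Fluorogenic HMU-PC substrate (9 uM final) is turned over by placental ASM in 60 min at 37 C after a 10 min compound preincubation. Reaction ended by alkaline stop (pH 10), with fluorescence read at 386/447 nm.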
# The depositor's hits bear a star; ? = inconclusive; . = no result given; & = joins results of further samples; [ ] = dose if it differs, or a comment. Unless noted, calls come from the whole dose curve; as a rule, active = well fitted curve in the direction sought with a large enough effect; inconclusive = small, poorly fitted or top-dose-only effect, or another doubt; inactive = no such curve, though single readings can be large; an effect the other way counts as inactive or inconclusive.
mol	FBPA coupling cs	PKM2 act	TSG101-PTAP inh	Tb PFK block	Giardia kill	Chronic BCR inh	Menin MLL FP TR	Integrin act MD	B2AR arrestin	GALK inh	S-ASM inh
CCN(CC)CCSc1nc(O)c(C(C)C)c(=O)[nH]1	1	5%	0%	5%	13	0%	3%	7%	0.1%	1%	2%
O=C(CNC(=O)c1ccc(=O)[nH]c1)Nc1ccc(F)c(F)c1	0	-1%	-1%	-17%	8	2%	0%	28%	-0.1%	-1%	20%
Cc1oc2cc3oc(=O)c(CCC(=O)NCCC(=O)O)c(C)c3cc2c1C	0	.	1%	-10%	9	3%	-16%	13%	-0.4%	-2%	139%[activator]
CC1=C(C(=O)Nc2ccc(C(=O)N3CCN(c4cccc(Cl)c4)CC3)cc2)SCCO1	0	.	-4%	-12%	4	?	0%	-36%	0.6%	-1%	-6%
Nc1nnc(SCC(=O)NN2C(=O)NC3(CCCCC3)C2=O)s1	1	0%	-1%	-4%	23	-3%	0%	8%	-0.8%	2%	4%
COc1cccc(/C=N/NC(=O)c2ccc(CN3c4cccc5cccc(c45)S3(=O)=O)cc2)c1	-3	7%	-4%	5%	-8	?	-22%	8%	-1.7%	-3%	22%
CCOC(=O)N1CCN(C(=O)c2ccc3c(c2)N(Cc2cccc(Cl)c2)C(=O)c2ccccc2S3=O)CC1 (stereo unspecified)	1	.	2%	-2%	-4	0%&0%	-11%	41%	-0.7%	4%	0%
CCCCn1nc(C(=O)Nc2ccc3c(c2)OCCO3)c2ccccc2c1=O	.	.	1%	3%	4	?	.	5%	-0.1%	.	-7%
O=C(Nc1ccnn1C1CCN(CC(O)CO)CC1)C1CCCC1 (stereo unspecified)	.	-5%	.	?	-3	-2%	.	11%	-1.0%	1%	0%
CC(NC(=O)Nc1ccc(Cl)cc1)C1CCCO1 (stereo unspecified)	-2	-6%	-4%	1%	-11	?	-4%	15%	-1.0%	-1%	0%
COc1ccc(Nc2nnc(SCC(=O)NC3CC3)s2)cc1	.	.	-1%	7%	-2	-1%	.	-11%	-0.2%	.	2%
O=C(Nc1ccccc1)Nc1c(F)cccc1F	2	-16%	-4%	-1%	16	-17%	-11%	-11%	0.1%	-1%	0%
COc1ccccc1CC(=O)Nc1cc(S(=O)(=O)N2CCOCC2)ccc1N1CCOCC1	.	.	-1%	2%	-12	-1%	.	?	0.3%	.	1%
Cn1c(SCC(=O)N2CCN(c3ccccc3)CC2)nnc1-c1ccccc1	5	-2%	-9%	0%	-8	3%	11%	7%	0.1%	1%	1%
CS(=O)(=O)N(CC(=O)N1CCN(c2ccc(F)cc2)CC1)c1ccc(F)c(Cl)c1	-2	0%	-3%	1%	9	-2%	-3%	0%	0.0%	-2%	0%
C[n+]1ccc(C(=O)Nc2ccccc2Cl)cc1	-1	-2%	-5%	0%	-4	1%	-4%	?	-1.3%	.	0%
CCCS(=O)(=O)NCCc1cc2ccc(OC)cc2[nH]c1=O	0	-1%	1%	1%	-5	3%	-3%	-12%	0.0%	1%	2%
COc1ccc(/C=N/NC(=O)c2ccn[nH]2)cc1Cn1cc([N+](=O)[O-])cn1	-3	-4%	-4%	1%	?	?	.	5%	-0.4%	-5%	-2%
CCC(C)Sc1cccc(-c2nc3ccccn3c2NCc2ccccc2)c1 (stereo unspecified)	.	.	-1%	5%	-8	?	.	-22%	-0.1%	.	274%[activator]
CCCCNC(=O)C1CC(=O)N(CCc2ccccc2)C1 (stereo unspecified)	1	0%	-2%	-2%	-11	-6%	0%	22%	0.3%	0%	-1%
Cc1ccc(C(=O)NCCCN2CCOCC2)c(Cl)c1	1	4%	-2%	3%	-5	0%	-2%	-20%	-0.6%	2%	2%
O=C(COC(=O)Cc1ccc(Br)cc1)Nc1ccc(N2CCOCC2)cc1	.	.	0%	-1%	-18	1%	.	6%	0.3%	.	1%
FC(F)(F)c1cccc(-c2nn[nH]n2)c1	4	-8%	-3%	0%	18	?	0%	3%	-0.8%	-3%	6%
COc1ccc(N(CC(=O)N2CCCCCC2)S(=O)(=O)c2ccccc2[N+](=O)[O-])c(OC)c1	1	.	-7%	11%	-20	2%	-10%	2%	0.2%	-1%	3%
COc1ccccc1-n1c(C)cc(/C=C2/C(=N)N3C(=NC2=O)SN=C3S(C)(=O)=O)c1C	1	-1%	-4%	-4%	?	6%	?	6%	0.1%	-9%	112%[activator]
Cc1ccc(C(c2nnnn2C2CCCC2)N2CCc3ccccc32)cc1 (stereo unspecified)	-4	-4%	-3%	0%	11	7%	-18%	-27%	0.0%	.	-2%
CCOC(=O)/C(C(N)=NCCCO)=C(/O)c1ccccc1	.	-1%	-3%	-4%	-3	0%	11%	-17%	-0.6%	-4%	2%
Cc1[nH]nc2c1C1(CCN(C(=O)c3ccccc3)CC1)C(C#N)=C(N)O2	2	11%	-7%	2%	6	-6%	1%	-15%	-0.2%	-1%	-3%
Cc1ccc(-n2c(C)cc(C(=O)CN3CCOCC3)c2C)cc1C	-3	.	-6%	1%	5	0%	?	-20%	0.4%	2%	-2%
COc1ccc(N2C(=O)C(CC(=O)Nc3ccccc3)N(Cc3ccc(OC)c(OC)c3)C2=O)cc1 (stereo unspecified)	0	-1%	-1%	17%	-8	-5%	16%	3%	0.1%	-1%	-17%
COCCN1C(=O)/C(=C/c2ccc(N3CCCC3)cc2C)SC1=S	-2	-3%	?	1%	12	-6%	?	-16%	0.2%	6%	-8%
CCSCc1nnc(SCC(=O)Nc2cc(F)ccc2C)n1C	0	1%	-7%	-1%	-8	2%	-10%	15%	-0.1%	10%	-1%
COc1ccc(NC(=O)c2ccccc2NC(=O)c2ccco2)cc1	-2	.	-1%	-6%	-3	?	32%[activator]	18%	0.2%	2%	0%
CCc1ccccc1NC(=O)c1ccc(OCc2c(C)noc2C)cc1	.	.	-1%	-3%	11	?	.	-13%	2.6%	.	-1%
CCCCn1c(SCC(=O)Nc2ccc3c(c2)OCO3)nc2c1c(=O)n(C)c(=O)n2C	0	-1%	-6%	-5%	-1	0%	1%	-19%[7.66 µM]	-0.7%	3%	-15%
Cc1cccc(OCC(=O)N2CCN(S(C)(=O)=O)CC2)c1	-1	2%	0%	2%	-18	1%	-6%	14%	0.2%	1%	5%
Cc1ccc(S(=O)(=O)NNc2nnc(C)c(=O)[nH]2)cc1	1	-17%	-1%	-6%	-4	4%	0%	-5%	-0.8%	11%	-1%
CN1C(=O)C(O)(C2COC(C)(C)CC2=O)c2ccccc21 (stereo unspecified)	3	7%	-5%	0%	2	-1%	6%	-36%	0.3%	3%	0%
CCOc1cc(/C=N/Nc2cc(C)nc3ccc(C)cc23)ccc1O	0	3%	-1%	0%	-17	?	8%	-27%	0.0%	0%	22%
O=C(/C=C\Nc1ccc(S(=O)(=O)Nc2ncccn2)cc1)c1ccccc1	4	4%	-1%	2%	-5	?	.	-8%	0.5%	.	166%[activator]
CC(C)OCCCn1c(SCC(=O)N2CCc3ccccc32)nc2ccccc2c1=O	0	0%	1%	2%	3	-1%	7%	5%	2.7%	1%	-4%
NC(=O)COc1ccc2cc(-c3ccccc3)c(=O)oc2c1	0	0%[0.46 µM]	0%	3%	1	?	-12%	2%	-0.5%	8%	.
CCC1CCCCN1C(=O)COc1c(Br)cc(Br)c2cccnc12 (stereo unspecified)	5	-3%	-1%	-2%	17	12%	?	-8%	0.3%	11%	4%
Cc1ccc(C)c(NC(=O)Cc2nc(CCl)cs2)c1	-1	2%	-1%	-1%	4	-3%	7%	-21%	-0.1%	.	2%
CCOc1ccc(Cc2nc(C)c(CC(=O)N3CCCCC3)c(=O)[nH]2)cc1	4	-13%	0%	0%	-16	3%	-9%	-24%	-0.9%	-1%	2%
N/C(Cc1ccc(Cl)cc1Cl)=N\OC(=O)c1ccccc1F	2	-1%	0%	-2%	5	?	-17%	-15%	0.2%	2%	-2%
CCCN(C(=O)COC(=O)CCOc1ccc(C)cc1)c1c(N)n(Cc2ccccc2)c(=O)[nH]c1=O	.	.	-3%	-1%	-16	1%	.	-25%	-0.2%	.	2%
CNS(=O)(=O)c1cn(CC(=O)NCc2ccc(F)cc2)cc1S(=O)(=O)NC	3	.	-4%	-4%	16	6%	-13%	-20%	0.0%	6%	1%

# Not all compounds are listed (hit frequency here may not be typical).
